Screens deposited in PubChem by several laboratories.
SIAH1 antagonists = Siah-1 peptide-binding antagonists, primary screen, biochemical, fluorescence polarization, rhodamine-plectin, uHTS (AID 1817); Siah-1 / rhodamine-plectin peptide fluorescence polarization; higher % means a stronger effect; hit rate 0.02% among 290,000; displacement, % at 20 µM; hits with a dose series show IC50 in µM;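 active = displacement of at least 50% at 20 µM, with a fluorescence ratio check between 0.3 and a set limit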;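 note: plate controls were Siah plus tracer with DMSO for no effect and tracer alone without Siah for full effect; strong numbers were not always called active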
HIV fusion peptide = cell-free HIV fusion peptide-binding blockers – biochemical, uHTS, fluorescence dequenching, primary screen (AID 1986) | inhibition, % at 20 µM, or IC50 in µM where a hit was titrated | hit rate 0.3% among 290,000 | cell-free peptide binding, fluorescence dequenching, 30 min; higher % means a stronger effect; in the data active = inhibition mostly above about 52%, no sharp cut-off; inactive = mostly below about 76%; note: some results filed as inactive read as strong as hits
Myeloid diff MLP = myeloid differentiation induction; ER-HoxA9 myeloid progenitors, lysozyme-GFP differentiation, flow cytometry; hit rate 1% among 360,000; calls only at 10 µM;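 active = normalized GFP-positive differentiation at or above the plate's own cutoff, the solvent-only control mean plus 3 SD; inconclusive = no clear call, values can overlap the other calls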;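 note: cells exposed to compound for four days before flow analysis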
LYP inhibition = inhibitors of LYP phosphatase, biochemical, fluorescence intensity, uHTS (AID 1779); recombinant LYP phosphatase, fluorescence intensity; higher % means a stronger effect; one-dose inhibition, % at 11.5 µM; IC50 in µM for titrated hits; hit rate 0.054% among 290,000; in the data active = inhibition above about 50%;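 note: plate controls were vehicle with enzyme for no effect and no enzyme for full effect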
GPR55 antagonists = GPR55 antagonists blocking LPI-driven arrestin recruitment, primary screen, imaging, U2OS, beta-arrestin-GFP, LPI agonist (AID 2013); hit rate 0.13% among 290,000; U2OS GPR55 beta-arrestin-GFP translocation imaging, LPI antagonism; higher % means a stronger effect; inhibition, % at 10 µM, or IC50 in µM where a hit was titrated;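 active = spots per cell inhibited over 60%, with over 100 cells counted and total cytoplasm intensity under 500,000; inconclusive = wells with under 100 cells, flagged as likely toxic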;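 note: U2OS cells stably carrying GPR55 and arrestin-GFP stimulated by 5 µM LPI near EC80; imaged beta-arrestin-GFP aggregate spots per cell after agonist stimulation; plate controls were LPI-stimulated DMSO wells for no effect and DMSO wells without LPI for full effect; some results filed as inactive read as strong as hits; confirmed hits need IC50 under 10 µM and bright autofluorescent wells are also inconclusive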
MgcRacGAP inhibition = MgcRacGAP GTPase-activating activity inhibitors, confirmation, biochemical, ADP Hunter fluorescence. AID 624330. one-dose inhibition, % at 30 µM; IC50 in µM for titrated hits. MgcRacGAP-stimulated Rac1 GTP hydrolysis, ADP Hunter fluorescence; higher % means a stronger effect; GST-tagged Rac1 F28L mutant substrate. hit rate 0.6% among 340,000;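 active = first-screen hits whose inhibition reached a set limit at any dose in the follow-up dose series; inconclusive = inhibition above the set first-screen limit but never retested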;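 note: fluorescence reports GDP produced by GAP-driven GTP hydrolysis; strong numbers were not always called active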
PhoP inhibition = PhoP-dependent GFP reporter repression – Salmonella Typhimurium, primary screen (AID 1863); S. Typhimurium PhoP-regulated promoter GFP reporter, 4 h; higher % means a stronger effect; inhibition, % at 50 µM; hits with a dose series show IC50 in µM; hit rate 0.16% among 300,000;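 active = inhibition over 29.93%, a cutoff 3 SD above the screen mean, later confirmed by dose response; inconclusive = inhibition over 29.93% but no dose response follow-up; inactive = inhibition at most 29.93% or unconfirmed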;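 note: 0% = low Mg2+ inducing control and 100% = high Mg2+ repressing control; strong numbers were not always called active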
GPR35 antagonists = inhibition of zaprinast-stimulated GPR35 beta-arrestin translocation – imaging, U2OS, beta-arrestin-GFP, zaprinast agonist, primary screen (AID 2058); U2OS GPR35 beta-arrestin-GFP translocation imaging, zaprinast antagonism; higher % means a stronger effect; inhibition, % at 10 µM, or IC50 in µM where a hit was titrated; hit rate 0.052% among 290,000;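 active = inhibition of at least 50% with at least 30 cells and total cytoplasm GFP at most 10,000,000; inconclusive = under 30 cells or total GFP of 10,000,000 plus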
NTR1 ag = NTR1-driven beta-arrestin-GFP spot formation – imaging, U2OS cells, high content, primary screen (AID 493036) | P30989 | agonist mode | activation, % at 20 µM | hit rate 0.17% among 330,000;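 active = activation at or above 40% of the spot to cytoplasm intensity ratio, with at least 20 cells analyzed; inconclusive = wells under 20 cells, flagged as cytotoxic or low count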;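 note: 0% = DMSO without peptide and 100% = 100 nM NTR1 peptide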
Target sequence (P30989 whole entry, looked up): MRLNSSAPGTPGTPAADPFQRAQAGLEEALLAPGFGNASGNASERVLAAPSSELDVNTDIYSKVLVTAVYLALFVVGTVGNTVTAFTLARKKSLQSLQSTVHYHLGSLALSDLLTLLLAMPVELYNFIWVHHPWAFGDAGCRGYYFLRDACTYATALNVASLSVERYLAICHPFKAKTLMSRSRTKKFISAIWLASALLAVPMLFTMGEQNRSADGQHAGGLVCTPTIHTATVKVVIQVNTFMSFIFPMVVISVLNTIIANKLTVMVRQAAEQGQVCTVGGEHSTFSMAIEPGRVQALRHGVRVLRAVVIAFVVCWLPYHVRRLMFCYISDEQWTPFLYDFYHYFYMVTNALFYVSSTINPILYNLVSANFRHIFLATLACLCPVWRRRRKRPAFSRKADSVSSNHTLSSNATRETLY
NTR1 ag cell count 20 µM = second read-out of NTR1 ag, no call of its own (marks repeat the call); cell count; measured here: cell count, cytotoxicity flag
Myeloid diff MLP GFP+ MAC1+ % = also measured in Myeloid diff MLP; calls as there; GFP+ MAC1+ double positive, %; measured here: differentiation confirmed by MAC1 staining
Active calls of the source: *; i = inactive; u = inconclusive; x = no result given.

SMILES	SIAH1 antagonists	HIV fusion peptide	Myeloid diff MLP	Myeloid diff MLP GFP+ MAC1+ %	LYP inhibition	GPR55 antagonists	MgcRacGAP inhibition	PhoP inhibition	GPR35 antagonists	NTR1 ag	NTR1 ag cell count 20 µM
O=S(=O)(NCCc1ccccc1)c1cccc(S(=O)(=O)N2CCOCC2)c1	2%	4.4%	i	0.0	-14%	-6%	3%	20%	-8%	-2.2	101
C/C(=N\Nc1nc(-c2ccc(C)cc2C)cs1)c1cc2ccccc2oc1=O	6%	3.0%	x	x	-1%	-5%	0%	-5%	4%	2.0	70
COCCCNC(=S)NNC(=S)NCCCOC	4%	0.8%	i	0.2	-10%	1%	x	7%	-2%	-0.7	49
CC(=O)c1cccc(NC(=O)CCc2nnc3ccc(N4CCOCC4)nn23)c1	-4%	-0.9%	i	0.9	-7%	9%	4%	9%	9%	0.4	77
CC(C)N(C(=O)CSc1nnc(-c2cc3ccccc3cc2O)n1Cc1ccco1)C(C)C	2%	-2.3%	i	2.8	4%	10%	8%	9%	14%	4.5	90
CN(C)NC(=S)NC1(C)CCS(=O)(=O)C1 (configuration not stated)	12%	2.0%	i	0.4	-6%	-4%	14%	-14%	-4%	2.5	50
Cn1cnnc1SCC(=O)NCCc1ccc(Cl)cc1Cl	0%	-0.3%	i	0.6	-2%	1%	6%	0%	-20%	2.6	38
Cc1ccc(-n2sc3ccccc3c2=O)cc1S(=O)(=O)N1CCCCC1	-5%	-0.3%	i	0.3	7%	7%	u	43%	16%	1.2	42
N#Cc1ccc(CSc2nc(N)cc(=O)[nH]2)cc1	4%	-2.0%	i	0.8	-5%	-2%	8%	3%	10%	0.4	67
COc1cccc(S(=O)(=O)N2CCN(Cc3ccc4c(c3)OCO4)CC2)c1	9%	0.6%	i	0.9	-2%	13%	6%	4%	2%	0.7	62
c1ccc(C(c2ccccc2)c2ccn[nH]2)cc1	-5%	-1.4%	i	0.4	-8%	6%	7%	12%	11%	-0.5	55
COc1ccc(Cn2c(-c3ccc(OC)cc3)nc3ccccc32)cc1	0%	0.3%	x	x	8%	2%	4%	-8%	0%	8.4	47

Just PhoP inhibition, GPR35 antagonists and NTR1 ag cell count 20 µM (2 entries from above):
| Structure | PhoP inhibition | GPR35 antagonists | NTR1 ag cell count 20 µM |
| --- | --- | --- | --- |
| N#Cc1ccc(CSc2nc(N)cc(=O)[nH]2)cc1 | 3% | 10% | 67 |
| COc1cccc(S(=O)(=O)N2CCN(Cc3ccc4c(c3)OCO4)CC2)c1 | 4% | 2% | 62 |

Next compounds follow.
SMILES	SIAH1 antagonists	HIV fusion peptide	Myeloid diff MLP	Myeloid diff MLP GFP+ MAC1+ %	LYP inhibition	GPR55 antagonists	MgcRacGAP inhibition	PhoP inhibition	GPR35 antagonists	NTR1 ag	NTR1 ag cell count 20 µM
COc1cc(/C=N/Nc2ccccc2C(F)(F)F)ccc1O	7%	-1.8%	i	0.4	1%	13%	20%	-5%	3%	1.1	65
COc1ccc(/C=N/Nc2cc(C)nc(N3CCOCC3)n2)cc1OC	3%	2.3%	i	0.4	0%	14%	x	-10%	5%	1.3	57
COc1ccc(/C=C2\CC/C(=C\c3ccc(OC)c(OC)c3)C2=O)cc1OC	3%	-0.8%	i	1.4	-5%	5%	4%	-6%	-1%	11	53
CCOC(=O)c1cc(C#N)c(SCC(=O)OC)[nH]c1=O	2%	4.3%	i	0.4	4%	8%	11%	-5%	-1%	0.0	67
C=CCc1cccc(CNc2ccc(S(=O)(=O)Nc3nccnc3OC)cc2)c1O	-4%	3.2%	i	0.9	-9%	-12%	6%	1%	-8%	0.1	50
COc1ccccc1C(=O)Nc1ccnn1C1CCN(C(=O)C(C)(C)C)CC1	-3%	-0.2%	i	1.2	-8%	-2%	-2%	1%	3%	-1.4	63
CCn1nc(C(=O)N2CCN(Cc3ccc4c(c3)OCO4)CC2)c2ccccc2c1=O	-2%	-1.3%	i	0.9	-9%	5%	-1%	-3%	5%	-1.7	91
CN(C(=O)C1CCCC1)C1CCS(=O)(=O)C1 (configuration not stated)	x	x	i	1.0	x	x	11%	4%	x	-0.2	61
COc1ccc(NC(=O)CSc2nnc(-c3cccnc3)s2)cc1	-2%	-1.8%	i	0.7	-9%	2%	7%	1%	-1%	-1.7	49
CC(=O)N1CCC(O)(c2ccc3c(c2)OCO3)CC1	8%	0.0%	i	0.4	-14%	-2%	11%	2%	1%	-1.2	72
CC(=O)Nc1ccc(-n2nnnc2SCC(=O)NCc2cccs2)cc1	5%	-0.8%	i	0.2	-7%	12%	2%	-5%	1%	-1.0	23
COc1cc2c(cc1NC(=O)CCCN1C(=O)CCC1=O)oc1ccccc12	0%	-0.7%	i	0.4	8%	8%	9%	-11%	-10%	2.9	56

A draw from above in order of SMILES length, falling:
SMILES	SIAH1 antagonists	HIV fusion peptide	Myeloid diff MLP	Myeloid diff MLP GFP+ MAC1+ %	LYP inhibition	GPR55 antagonists	MgcRacGAP inhibition	PhoP inhibition	GPR35 antagonists	NTR1 ag	NTR1 ag cell count 20 µM
COc1ccc(/C=C2\CC/C(=C\c3ccc(OC)c(OC)c3)C2=O)cc1OC	3%	-0.8%	i	1.4	-5%	5%	4%	-6%	-1%	11	53
COc1ccc(/C=N/Nc2cc(C)nc(N3CCOCC3)n2)cc1OC	3%	2.3%	i	0.4	0%	14%	x	-10%	5%	1.3	57
COc1ccc(NC(=O)CSc2nnc(-c3cccnc3)s2)cc1	-2%	-1.8%	i	0.7	-9%	2%	7%	1%	-1%	-1.7	49
CC(=O)N1CCC(O)(c2ccc3c(c2)OCO3)CC1	8%	0.0%	i	0.4	-14%	-2%	11%	2%	1%	-1.2	72
CN(C(=O)C1CCCC1)C1CCS(=O)(=O)C1 (configuration not stated)	x	x	i	1.0	x	x	11%	4%	x	-0.2	61

Next part.
SMILES	SIAH1 antagonists	HIV fusion peptide	Myeloid diff MLP	Myeloid diff MLP GFP+ MAC1+ %	LYP inhibition	GPR55 antagonists	MgcRacGAP inhibition	PhoP inhibition	GPR35 antagonists	NTR1 ag	NTR1 ag cell count 20 µM
COC(=O)C1=NNC(C(=O)c2ccco2)C1c1ccc(OC)cc1 (configuration not stated)	2%	-0.6%	i	0.4	4%	-2%	5%	-6%	6%	2.0	30
Cc1ccc(S(=O)(=O)c2nc(S(=O)(=O)c3ccc(C)cc3)c(NCc3ccco3)s2)cc1	-1%	0.9%	i	5.6	5%	16%	10%	5%	3%	-0.2	77
COCCn1c(SCC(=O)N2CCC(C)CC2)nc2c(c1=O)SCC2	1%	-2.5%	i	3.8	-3%	8%	6%	-3%	-14%	0.8	58
COc1ccc(NC(=O)CC2C(=O)N(c3cccc(OC)c3)C(=O)N2Cc2ccco2)cc1 (configuration not stated)	-3%	-1.5%	i	5.2	-4%	6%	15%	3%	12%	-1.5	69
O=C(O)c1cn(Cc2ccccc2)nc1-c1cccnc1	6%	1.7%	i	0.2	-6%	16%	2%	4%	-12%	-1.2	39
O=C(CCCN1CCC(c2ccccc2)C1)c1ccc2c(c1)OCCO2 (configuration not stated)	3%	0.1%	i	6.1	-2%	27%	9%	1%	3%	0.3	39
N#Cc1c(NC(=O)CCn2cnc3ccccc3c2=O)oc(-c2ccccc2)c1-c1ccccc1	4%	-1.2%	i	4.4	4%	37%	5%	-2%	-22%	0.2	65
CCN(c1ccccc1C)S(=O)(=O)c1cc2c3c(c1)CCN3C(=O)CC2	x	x	i	0.6	x	x	4%	1%	x	-0.8	63
O/N=C1\CCC\C1=C/c1ccco1	-3%	1.3%	i	5.0	-2%	20%	5%	-6%	21%	-0.2	44
CN1CCN(c2ccc(S(=O)(=O)Nc3ccccc3)cc2[N+](=O)[O-])CC1	-3%	1.4%	i	0.4	-6%	-1%	2%	28%	16%	1.9	33
CC1(c2nnc(Cc3ccccc3)o2)CC(c2cccc([N+](=O)[O-])c2)=NO1 (configuration not stated)	x	x	i	4.5	x	x	-1%	11%	x	0.9	94
CC(C)CN(Cc1c(O)ccc2c3c(c(=O)oc12)CCC3)CC(C)C	-2%	-4.7%	x	x	-49%	-12%	5%	-4%	-3%	1.2	62
C[C@]12C(=O)N(c3ccc(C(F)(F)F)cc3)C(=O)N1[C@@H]1c3ccccc3OC[C@@H]1[C@H]2c1ccccc1	1%	0.6%	i	2.5	-2%	-4%	5%	15%	7%	2.6	64
CCOc1ccc(N2C(=O)C(CC(=O)Nc3ccc(F)cc3)N(Cc3ccccn3)C2=S)cc1 (configuration not stated)	-2%	2.2%	i	0.5	3%	8%	-4%	-7%	-1%	1.0	61
COc1cccc(C(C[N+](=O)[O-])c2c(C)[nH]n(-c3ccccc3)c2=O)c1 (configuration not stated)	13%	0.2%	u	x	-9%	-18%	-11%	29%	-2%	51*	56*
COc1cccc(/C=N/NC(=O)c2[nH]nc3c2CCc2ccccc2-3)c1O	8%	-1.1%	u	x	13%	-11%	20%	0%	1%	4.3	43
CCOC(=O)Cc1csc(N/N=C\c2cccc(Br)c2)n1	-2%	7.7%	i	0.9	-4%	-3%	3%	14%	18%	1.7	65
Cc1cc(/C=C2\C(=N)N3N=C(S(C)(=O)=O)SC3=NC2=O)c(C)n1Cc1ccccc1	0%	26µM*	i	0.6	4%	8%	14%	0%	5%	-0.2	93
COc1ccc(/C(N)=N/OC(=O)CCC2CCCC2)cc1	-2%	3.8%	i	1.0	1%	18%	10%	-8%	-8%	1.3	62
CC(=O)NCCC(=O)Nc1ccc(F)cc1C	-2%	0.5%	i	0.3	-7%	9%	6%	6%	6%	0.3	36
Cc1c(C2C(C#N)=C(N)N(c3ccccc3C#N)C3=C2C(=O)CCC3)cnn1C (configuration not stated)	-3%	7.0%	i	0.7	-5%	0%	6%	-12%	-2%	-0.1	64
CCC(=O)Nc1ccc(N2CCOCC2)c(S(=O)(=O)Nc2ccc(OC)cc2)c1	-4%	-0.7%	i	0.1	-1%	10%	6%	-6%	13%	-1.8	52
CC(=O)Nc1ccc(NC(=O)C(C)OC(=O)C2CCC2)cc1 (configuration not stated)	x	x	i	1.0	x	x	0%	0%	x	3.4	58
CN(CC(O)COC(c1ccccc1)c1ccccc1)C1CCCCC1 (configuration not stated)	6%	-1.9%	i	0.0	-5%	21%	-3%	1%	12%	1.6	46
COc1ccc(NC(=O)c2ccc(CN3CCc4ccccc4C3)cc2)c(OC)c1	1%	1.1%	i	0.7	-12%	-2%	2%	0%	-9%	2.5	71
